SENP8 block-1: SENP8 protease inhibition | Q96LD8 | purified SENP8, Z-RLRGG-aminoluciferin cleavage, luminescence | inhibition, % at 10 µM | actives 1.2% (n = 330,000) | AID 2540; in the data active means inhibition above about 50%
Target sequence (Q96LD8 whole entry, looked up): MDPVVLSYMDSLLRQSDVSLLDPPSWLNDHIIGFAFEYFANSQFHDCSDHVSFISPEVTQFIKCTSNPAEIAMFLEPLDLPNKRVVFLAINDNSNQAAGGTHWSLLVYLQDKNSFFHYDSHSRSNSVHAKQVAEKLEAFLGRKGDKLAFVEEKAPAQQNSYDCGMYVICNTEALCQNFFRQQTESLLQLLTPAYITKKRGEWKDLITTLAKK
HKDC1 inhibitor: inhibitors of human hexokinase HKDC1 | Q2TB90 | recombinant HKDC1, G6PDH/diaphorase resazurin coupled fluorescence | inhibition, % at 20 µM | actives 0.16% (n = 340,000) | AID 493160;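 active means inhibition above about 35% when tested at 20 µM, limit read from the data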;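 further: plate controls were DMSO wells with enzyme for no effect and DMSO wells lacking enzyme for full effect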
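Assay system – recombinant HKDC1 (HK5) hexokinase enzyme, produced in-house · Input – HKDC1 at 5 µg/mL · Reagent – glucose plus 1 mM ATP as hexokinase substrates · Timing – 90 min reaction incubation at room temperature, dark · Measured by – G6PDH/diaphorase-coupled fluorescence, 1 mM NADP, 100 µM resazurin, 525/613 nm · Benchmarks – DMSO-enzyme wells negative, buffer-substituted wells positive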
NLRP3 yeast inh: inhibitors of NALP3 inflammasome in yeast | Yeast reconstituted NLRP3/ASC/caspase-1, beta-gal luminescence, 24 h | inhibition, % at 10 µM | actives 0.39% (n = 330,000) | AID 2825;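 active means inhibition of 50% or more; inactive means inhibition below 50%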;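 further: plate controls were induced DMSO wells for no effect and uninduced yeast grown without galactose for full effect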
Apaf-1 inh: inhibitors of human Apaf-1 apoptosome; O14727; actives 0.71% (n = 330,000); reconstituted apoptosome caspase-3 activity, DEVD-Rh110 fluorescence; inhibition, % at 20 µM; active means inhibition of at least 40% at 20 µM;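 further: plate controls were DMSO wells for no effect and DEVD-CHO caspase inhibitor wells for full effect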
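Material: cell-free apoptosome with Apaf-1, procaspase-3 and caspase-9; Buffer or medium: Hepes pH 7.5 with detergent and BSA; Reagent: cytochrome c trigger plus (Z-DEVD)2-Rh110 caspase-3 substrate; Times: compound with Apaf-1, dATP, procaspase-3 30 min, then 50 min reaction, room temperature; Technique: Rh110 fluorescence intensity.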
SENP8 block-2: blocks human SENP8 cleavage of Nedd8 substrate. inhibition, % at 20 µM. AID 602440. recombinant SENP8, Nedd8 substrate fluorescence. actives 0.64% (n = 360,000). Q96LD8; in the data active means inhibition mostly above about 40%, no sharp cut-off; inactive means mostly below about 27%
SENP1 FRET inh: blocks the human SENP1 SUMO protease catalytic domain | Q9P0U3 | recombinant SENP1 catalytic domain, CyPet-SUMO1-YPet FRET cleavage | inhibition, % at 10 µM | actives 0.21% (n = 360,000) | AID 624204;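 active means inhibition at least 30% at 10 µM, raw YFP signal under a set limit, fluorescence ratio 0.5 to 1.5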;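 further: 0% = enzyme with DMSO and 100% = no enzyme wells; some results filed as inactive read as strong as hits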
Target sequence (Q9P0U3 419-644 limits assumed): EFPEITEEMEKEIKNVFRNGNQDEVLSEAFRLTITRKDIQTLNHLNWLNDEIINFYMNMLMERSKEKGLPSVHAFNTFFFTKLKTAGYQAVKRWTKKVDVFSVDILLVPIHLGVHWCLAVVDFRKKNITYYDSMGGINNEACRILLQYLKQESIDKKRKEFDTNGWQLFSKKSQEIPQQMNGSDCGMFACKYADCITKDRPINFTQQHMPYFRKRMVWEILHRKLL
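Assay system – human recombinant His6-tagged SENP1 catalytic domain enzyme · Input – SENP1 enzyme, 20 pM final · Buffer or medium – Tris pH 8 buffer plus EDTA, NaCl, BME, BSA, NP40, catalase · Schedule – 50 min reaction at room temperature · Technique – FRET read of cyan and yellow fluorescence · Control set – no-enzyme wells low, DMSO-plus-enzyme wells high control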
SENP6 block: blocks the human protease SENP6; Recombinant SENP6 catalytic domain, aminoluciferin luminescence; inhibition, % at 10 µM; Q9GZR1; actives 1.8% (n = 330,000);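 active means inhibition above about 50% at the single tested dose, limit read from the data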;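 further: plate controls were DMSO wells with enzyme for no effect and DMSO wells lacking enzyme for full effect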
Target sequence (Q9GZR1 628-1112 limits assumed): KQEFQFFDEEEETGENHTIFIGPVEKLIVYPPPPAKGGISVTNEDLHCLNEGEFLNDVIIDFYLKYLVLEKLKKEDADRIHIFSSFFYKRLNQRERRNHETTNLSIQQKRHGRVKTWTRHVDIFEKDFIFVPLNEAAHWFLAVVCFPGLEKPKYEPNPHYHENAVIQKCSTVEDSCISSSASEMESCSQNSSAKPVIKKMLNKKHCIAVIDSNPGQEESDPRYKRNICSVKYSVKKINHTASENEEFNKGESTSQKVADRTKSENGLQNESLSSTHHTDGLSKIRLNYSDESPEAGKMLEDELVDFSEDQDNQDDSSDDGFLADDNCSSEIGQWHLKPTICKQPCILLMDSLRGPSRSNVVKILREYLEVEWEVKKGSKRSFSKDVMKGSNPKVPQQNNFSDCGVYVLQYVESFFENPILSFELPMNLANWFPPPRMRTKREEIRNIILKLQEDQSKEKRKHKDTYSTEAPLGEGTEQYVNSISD
SENP7 block: inhibitors of human SENP7 protease. inhibition, % at 5 µM. actives 1.5% (n = 330,000). recombinant SENP7, Z-RLRGG-aminoluciferin luminescence, 40 min. Q9BQF6;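 active means inhibition above about 50% at the single test dose, limit read from the data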;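 further: plate controls were DMSO with enzyme for no effect and no enzyme buffer wells for full effect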
PfGluPho inh: PfG6PD (Plasmodium falciparum) enzyme inhibition; actives 0.78% (n = 350,000); AID 504690; PfGluPho enzyme, NADPH resazurin-diaphorase fluorescence; inhibition, % at 20 µM;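 active means inhibition reaching at least a set limit at 20 µM in the primary screen, cut at about 59% in these data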;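 further: 0% = DMSO wells with substrate and 100% = DMSO wells lacking glucose-6-phosphate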
The depositor's hits bear a star; i = inactive; / = no result given.

SMILES | SENP8 block-1 | HKDC1 inhibitor | NLRP3 yeast inh | Apaf-1 inh | SENP8 block-2 | SENP1 FRET inh | SENP6 block | SENP7 block | PfGluPho inh
COc1ccc(C(=O)Cn2c(NCCO)nc3ccccc32)cc1OC | 2 | 16 | -2 | -12 | 1 | 0 | 4 | -7 | 4
CCCN(CCC)CCNC(=O)c1cc2c(-c3ccccc3F)nn(C)c2s1 | -7 | 0 | 15 | 9 | -230 | 2 | 1 | 5 | -1
CCN(CC1CCCN(CCc2cccc(OC)c2)C1)C(=O)c1ccoc1C (stereo not drawn) | 9 | -6 | 20 | 1 | 4 | -1 | -14 | -6 | 12
Cc1ccc(S(=O)(=O)NNC(=O)c2cc(C)c(C)cc2N)cc1 | / | 1 | / | / | i | 0 | / | / | -1
Cc1cc(O)cc(O)c1-c1onc(C(F)(F)F)c1-c1cscn1 | 2 | 3 | 14 | 3 | 10 | -1 | 3 | 5 | 36
CCOc1cccc(/C=N/NC(=S)Nc2ccccc2[N+](=O)[O-])c1O | 47 | -27 | 23 | 5 | 23 | -2 | 31 | 79* | -11
COc1ccc2nc(NS(=O)(=O)c3ccc(NC(C)=O)cc3)sc2c1 | -9 | 9 | 7 | -13 | 0 | 2 | -22 | 34 | -56
COc1ccc(N2CCC(CNC(=S)Nc3cc(C)ccc3C)C2)cc1 (stereo not drawn) | 3 | 18 | 14 | -4 | 6 | -3 | -6 | -3 | 19
CC(=O)c1cc(C(=O)N2CCc3c([nH]c4ccccc34)C2CC(C)C)[nH]n1 (stereo not drawn) | -5 | -6 | 9 | 6 | -3 | -15 | 6 | -6 | 12
O=C(O)CCc1ccc(S(=O)(=O)Nc2ccccc2C(=O)NCCc2ccccc2)cc1 | -1 | -2 | 4 | 10 | -76 | -1 | -6 | -5 | -9
COc1cc(/C=C/C(=O)OCC(=O)NNC(=O)c2cc(Cl)ccc2OC)ccc1O | -16 | -8 | 11 | 12 | -411 | -68 | -24 | 0 | 14
COc1ccc(NC(=O)[C@@]2(CC(=O)O)CC(/C=C/c3ccccc3)=NO2)cc1 | -5 | 6 | 9 | 12 | 14 | 1 | -21 | -10 | -12
O=C(NCc1csc(-c2cccs2)n1)C1CC1 | -6 | 2 | 16 | -2 | -105 | 0 | -16 | 2 | -2
COc1ccc(-c2cc(-c3ccccc3O)[nH]n2)cc1OC | 78* | 6 | 3 | 13 | 10 | 0 | 80* | 88* | 2
COC(=O)CC(NS(=O)(=O)c1cccs1)c1ccc2c(c1)OCO2 (stereo not drawn) | -4 | 2 | -1 | -7 | 4 | 1 | 5 | -6 | -17
COc1ccc(C(=O)NNC(=O)CCn2nnc(-c3ccc(Cl)cc3)n2)cc1OC | 2 | 5 | 9 | -2 | 7 | 1 | 12 | 3 | -26
O=C(O)CCCCCN=Cc1c(O)c2ccccc2oc1=O | 16 | 10 | 3 | 9 | 6 | 1 | 14 | 10 | -17
COc1ccc(C2/C(=C(/O)c3ccc(Cl)cc3)C(=O)C(=O)N2CCN2CCOCC2)c(OC)c1 (stereo not drawn) | -1 | -2 | 11 | -11 | 11 | -3 | -3 | -5 | 13
N=c1c2c3c(sc2ncn1N)CCC3 | -11 | -3 | -4 | -2 | 1 | -2 | -17 | -2 | 12
O=C(CC1CCCC1)Nc1ccc2c(c1)CCC2 | -9 | -2 | 23 | 4 | 20 | 2 | -10 | 2 | 13
CCOC(=O)C1CCN(c2ncnc3nc[nH]c23)CC1 | -1 | -3 | 7 | 0 | -1 | 2 | 7 | 1 | 8
C=CCNC(=O)c1c(CSc2ccc(Cl)cc2)noc1C(=O)NCCC | 1 | 10 | 16 | 6 | 7 | 2 | 8 | 0 | 36
O=C(c1cnccn1)N(Cc1ccco1)C1(C(=O)NC2CCCCC2)CCCCC1 | -7 | -5 | 3 | -1 | 29 | 0 | -2 | -7 | -4
Cc1ccc(C(C)C)cc1OCCOCCN1CCCC1 | -3 | -2 | 8 | 9 | 13 | 2 | -16 | -4 | 5
C[C@@H](C(=O)N[C@@H](Cc1c[nH]c2ccccc12)C(=O)O)n1nnc2ccccc2c1=O | 1 | -4 | 7 | -8 | 20 | 2 | -6 | 8 | 0
S=c1nc(-c2ccccc2)n(CCCN2CCOCC2)c2c1CCCC2 | 1 | -2 | 24 | -7 | 10 | -4 | -20 | -2 | 21
O=C(COc1ccc(C(=O)c2ccccc2)cc1)NCC1CCCCC1 | -4 | -8 | 4 | 10 | 15 | 2 | 4 | 4 | 3
Cc1noc(C)c1C(=O)NC(Cc1c[nH]c2ccccc12)C(=O)O (stereo not drawn) | -7 | -6 | -5 | -4 | -6 | -1 | -4 | 0 | -8
CCOP(=O)(OCC)C(NC(=O)c1cc([N+](=O)[O-])cc([N+](=O)[O-])c1)C(F)(F)F (stereo not drawn) | 2 | 3 | 5 | -5 | 10 | 2 | 13 | 0 | 9
O=c1c(-c2cc3ccccc3o2)[n+]([O-])c2ccccc2n1OCc1ccccn1 | 9 | -4 | 6 | 19 | -144 | -19 | 35 | -3 | 31
CCCCC(=O)Nc1ccc2c(c1)nc1n2CCOC1 | -4 | -2 | 15 | 13 | 4 | 1 | -10 | -4 | 6
c1coc(-c2nnc3sc(-c4cccs4)nn23)c1 | 0 | 8 | -6 | 6 | -11 | -2 | 6 | -2 | 4
Cn1cccc1-c1cc(C(=O)N/N=C/c2ccc(F)cc2)[nH]n1 | 0 | -1 | 20 | 15 | 12 | 2 | 18 | 6 | -2
CCCCn1nnc(NC(=O)c2sc3cc(Cl)ccc3c2Cl)n1 | 3 | -6 | 24 | 3 | 25 | -2 | -15 | 0 | -31
CN(C)CC1CCC/C(=C\c2ccc(OC(=O)/C=C/c3ccc(Cl)c(Cl)c3)cc2)C1=O (stereo not drawn) | / | 25 | / | / | 13 | 2 | / | / | 2
CCc1nc(SCC(=O)c2ccc(C)c(C)c2)n[nH]1 | -12 | 3 | 17 | 3 | 10 | 2 | -9 | -8 | 20
CSc1ccccc1C(=O)N1CCN(c2ncccn2)CC1 | 2 | 6 | 12 | -9 | -2 | -1 | -8 | -2 | -27
CCC(=O)c1ccc(OC(=O)Cc2ccc(OC)cc2)cc1 | -11 | 0 | -2 | 5 | 1 | 1 | -6 | -5 | -9
Cc1ccc(N(C(=O)Cn2nnc3ccccc32)C(C(=O)NCc2ccccc2)c2ccccn2)cc1 (stereo not drawn) | -8 | -8 | 13 | 11 | 7 | 1 | -3 | 9 | 0
Cc1cccc(C(=O)NNC(=O)c2ccc3ccccc3c2)c1 | / | -4 | / | / | 7 | 1 | / | / | 8
Cc1ccc(S(=O)(=O)Cc2ccc(C(=O)N3CCN(c4cc(C)ccc4C)CC3)o2)cc1 | / | -2 | / | / | 7 | 0 | / | / | -4
Cc1ccc(N2C(=O)[C@@H]3Cc4ccccc4CN3C2=O)cc1 | 6 | -6 | 10 | 5 | 7 | -1 | 3 | 4 | -6
C=CCOc1ccc2ccccc2c1CNn1cn[nH]c1=S | -6 | -3 | 16 | 0 | 13 | 2 | -3 | -1 | 45
CN(Cc1nccs1)C(=O)C1CCC(=O)N(CCc2cccc(F)c2)C1 (stereo not drawn) | -3 | -10 | 2 | -3 | 4 | -1 | -6 | 5 | -7
CC(C)c1onc(C(=O)NCc2ccccc2)c1[N+](=O)[O-] | -7 | -9 | 14 | -34 | 16 | 1 | -8 | 0 | 5
CCc1ccccc1NC(=O)c1cc(S(=O)(=O)N(C)C)ccc1N1CCCC1 | 4 | -2 | 9 | 0 | -6 | 1 | 1 | 1 | 2
CN(C)S(=O)(=O)c1cccc(NC(=O)Cc2ccsc2)c1 | 4 | -4 | -10 | 1 | 2 | -6 | 10 | 8 | -8
COC(=O)c1cc(C(=O)OC)cc(N2C(=O)CC(Sc3nc(C)cc(C)n3)C2=O)c1 (stereo not drawn) | 0 | -2 | 9 | -2 | 11 | 0 | -14 | -1 | -4
CCCCOC(=O)CCc1c(C)[nH]c(=O)c(C#N)c1C | 1 | 6 | 14 | -2 | -74 | 1 | 7 | 1 | -5
COC(=O)c1ccccc1NC(=O)c1noc2c1CCC2 | -4 | 1 | 5 | -7 | -34 | -6 | -9 | -9 | 1
COc1ccc(C(=O)NCC(=O)n2nc(C)cc2C)cc1OC | -10 | -1 | -4 | 5 | 4 | 0 | 1 | 0 | -1

Some of these compounds in order of length of the SMILES, descending:
SMILES | SENP8 block-1 | HKDC1 inhibitor | NLRP3 yeast inh | Apaf-1 inh | SENP8 block-2 | SENP1 FRET inh | SENP6 block | SENP7 block | PfGluPho inh
Cc1ccc(N(C(=O)Cn2nnc3ccccc32)C(C(=O)NCc2ccccc2)c2ccccn2)cc1 (stereo not drawn) | -8 | -8 | 13 | 11 | 7 | 1 | -3 | 9 | 0
Cc1ccc(S(=O)(=O)Cc2ccc(C(=O)N3CCN(c4cc(C)ccc4C)CC3)o2)cc1 | / | -2 | / | / | 7 | 0 | / | / | -4
COC(=O)c1cc(C(=O)OC)cc(N2C(=O)CC(Sc3nc(C)cc(C)n3)C2=O)c1 (stereo not drawn) | 0 | -2 | 9 | -2 | 11 | 0 | -14 | -1 | -4
CCc1ccccc1NC(=O)c1cc(S(=O)(=O)N(C)C)ccc1N1CCCC1 | 4 | -2 | 9 | 0 | -6 | 1 | 1 | 1 | 2
CN(Cc1nccs1)C(=O)C1CCC(=O)N(CCc2cccc(F)c2)C1 (stereo not drawn) | -3 | -10 | 2 | -3 | 4 | -1 | -6 | 5 | -7
Cc1ccc(N2C(=O)[C@@H]3Cc4ccccc4CN3C2=O)cc1 | 6 | -6 | 10 | 5 | 7 | -1 | 3 | 4 | -6
CN(C)S(=O)(=O)c1cccc(NC(=O)Cc2ccsc2)c1 | 4 | -4 | -10 | 1 | 2 | -6 | 10 | 8 | -8
Cc1cccc(C(=O)NNC(=O)c2ccc3ccccc3c2)c1 | / | -4 | / | / | 7 | 1 | / | / | 8
CCCCOC(=O)CCc1c(C)[nH]c(=O)c(C#N)c1C | 1 | 6 | 14 | -2 | -74 | 1 | 7 | 1 | -5
C=CCOc1ccc2ccccc2c1CNn1cn[nH]c1=S | -6 | -3 | 16 | 0 | 13 | 2 | -3 | -1 | 45

Bioassay records (PubChem BioAssay)

This is a random part of the collection, and some 4.1% of all compounds hit somewhere here.
